Screening data (PubChem BioAssay)
IDH1 R132H inh: blocks human mutant IDH1 R132H enzyme. O75874. IDH1-R132H enzyme, NADPH consumption, diaphorase/resazurin fluorescence. Potency, µM (doses to about 76.6 µM), for inactives: top-dose activity change, negative = inhibition, usual class: inhibitors. 0.093% of 390,000 active. AID 602179; note: potency is the fitted concentration of half-maximal effect; % is set by controls: 0 for no effect and ±100 for the full control effect; nearly all actives have a fitted effect of over 65% in size
Target sequence (O75874 whole entry R132H, stated change not applied): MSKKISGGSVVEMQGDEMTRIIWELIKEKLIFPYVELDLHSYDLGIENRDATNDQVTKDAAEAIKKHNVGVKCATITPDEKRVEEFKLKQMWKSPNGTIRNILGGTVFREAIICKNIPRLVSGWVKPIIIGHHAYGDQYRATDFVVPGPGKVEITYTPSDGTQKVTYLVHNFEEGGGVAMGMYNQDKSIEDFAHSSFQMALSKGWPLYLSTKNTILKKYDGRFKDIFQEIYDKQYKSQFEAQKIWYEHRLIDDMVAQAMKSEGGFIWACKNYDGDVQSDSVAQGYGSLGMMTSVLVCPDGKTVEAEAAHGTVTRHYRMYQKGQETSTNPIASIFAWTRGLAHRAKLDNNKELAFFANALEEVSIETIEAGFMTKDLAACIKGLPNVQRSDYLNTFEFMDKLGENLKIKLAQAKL
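IDH1-R132H (0.5 ug/mL dispensed) in pH 7.5 Tris buffer was preincubated 30 min with compound, then given a substrate mix of 0.016 mM NADPH and 2 mM alpha-KG for 80 min at room temperature; remaining NADPH was read by diaphorase/resazurin fluorescence.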
Vif-APOBEC3G blk: Vif-A3G binding inhibition; Q9HC16; HeLa A3G-eYFP + Vif (tagged APOBEC3G with the HIV-1 protein that degrades it), YFP fluorescence, overnight; Potency, µM (doses to about 46.1 µM), for inactives: at the highest dose activity, negative = active, actives largely listed as inhibitors; 0.076% of 410,000 active;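 note: potency is the fitted concentration of half-maximal effect; % is set by controls: 0 for no effect and ±100 for the full control effect; nearly all actives have a fitted effect of over 60% in size; hits raise eYFP signal because A3G escapes Vif-driven loss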
Target sequence (Q9HC16 whole entry, looked up): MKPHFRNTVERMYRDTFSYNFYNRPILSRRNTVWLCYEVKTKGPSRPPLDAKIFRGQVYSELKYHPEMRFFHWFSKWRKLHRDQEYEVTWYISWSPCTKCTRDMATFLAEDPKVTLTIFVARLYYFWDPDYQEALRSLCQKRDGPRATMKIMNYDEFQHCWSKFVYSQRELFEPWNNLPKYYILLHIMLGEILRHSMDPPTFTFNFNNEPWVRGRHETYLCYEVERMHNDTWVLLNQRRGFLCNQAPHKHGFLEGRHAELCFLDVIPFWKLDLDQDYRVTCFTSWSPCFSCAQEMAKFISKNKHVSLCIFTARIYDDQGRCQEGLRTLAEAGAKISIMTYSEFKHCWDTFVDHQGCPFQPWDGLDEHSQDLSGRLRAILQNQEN
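HeLa cells stably expressing Vif and C-terminally eYFP-tagged A3G, seeded overnight at 37 deg C, then exposed to compound by pintool overnight at 37 deg C. Rise in yellow fluorescence (Ex 488/Em 500-530, Acumen) marks blocked Vif-driven A3G degradation.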
Vif-APOBEC3F blk: blocks the Vif interaction with APOBEC3F; Potency, µM (highest dose often 46.1 µM), for inactives: at the top dose activity, negative = active; HeLa A3F-eYFP + Vif (tagged APOBEC3F with the HIV-1 protein that degrades it), YFP fluorescence increase; 0.2% of 390,000 active; AID 602313; note: potency is the fitted concentration of half-maximal effect; % of control where 0% means no effect; nearly all actives have a fitted effect of over 65% in size
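Fluorescence increase (Ex 488/Em 500-530) after overnight compound treatment at 37 deg C flags inhibition of Vif-driven A3F-eYFP loss in stable HeLa A3F-eYFP/Vif cells seeded overnight beforehand.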
TrxR1 substrate: substrates of rat thioredoxin reductase 1 | Potency, µM (top dose mostly 114 µM), for the others: top-dose activity change, negative = substrate turnover | O89049 | 0.01% of 390,000 active | purified TrxR1 substrate turnover, NADPH consumption readout | AID 588456; note: potency is the fitted concentration of half-maximal effect; % is set by controls: 0 for no effect and ±100 for the full control effect; nearly all actives have a fitted effect of over 50% in size
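Rat TrxR1, dispensed at 90 nM, was prereduced with 400 uM NADPH (final) for 5 min at ~22 deg C, then incubated with compound 15 min before 400 uM selenite. A first-read NADPH fluorescence drop versus no-compound background flagged substrates.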
rTrxR1 inhibitor: inhibitors of rat thioredoxin reductase 1; O89049; recombinant rTrxR1, NADPH fluorescence consumption, selenite substrate; Potency, µM (highest dose often 114 µM), without a hit: at the highest dose activity change, negative = inhibition, usual class: inhibitors; 1% of 390,000 active; AID 588453; note: potency is the fitted concentration of half-maximal effect; % is set by controls: 0 for no effect and ±100 for the full control effect; nearly all actives have a fitted effect of over 65% in size
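Rat TrxR1 (90 nM in the dispensed reagent) was pre-reduced with 400 uM NADPH for 5 min at room temperature, then incubated with compound for 15 min. After 400 uM selenite was added, NADPH fluorescence (Ex 340/Em 450 nm) was followed for 8 min.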
USP1 inh: inhibitors of human USP1/UAF1 deubiquitinase; O94782; recombinant USP1/UAF1, Ub-Rhodamine cleavage fluorescence; Potency, µM (titrated, usually from 57.1 µM), inactives show at the top dose activity change, negative = inhibition, usual class: inhibitors; 0.23% of 390,000 active; note: potency is the fitted concentration of half-maximal effect; % is set by controls: 0 for no effect and ±100 for the full control effect; nearly all actives have a fitted effect of over 60% in size; inactives centre near -12
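Step one: compound is pinned into 1nM USP1/UAF1 in HEPES pH 7.8 buffer with TCEP. Step two: 15 min room-temperature incubation. Step three: Ub-Rho (150nM final) starts cleavage, tracked by fluorescence over six one-minute reads.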
RGS4 inhibitor: human RGS4 inhibition | AID 504845 | 0.039% of 390,000 active | Potency, µM (series often up to 114 µM), without a hit: top-dose activity change, negative = inhibition, actives largely listed as inhibitors | P49798 | Transcreener GDP fluorescence polarization, RGS4-accelerated GTP hydrolysis; note: potency is the fitted concentration of half-maximal effect; % is set by controls: 0 for no effect and ±100 for the full control effect; nearly all actives have a fitted effect of over 75% in size; some results filed as inactive show a strong effect at the top dose
Target sequence (P49798 whole entry, looked up): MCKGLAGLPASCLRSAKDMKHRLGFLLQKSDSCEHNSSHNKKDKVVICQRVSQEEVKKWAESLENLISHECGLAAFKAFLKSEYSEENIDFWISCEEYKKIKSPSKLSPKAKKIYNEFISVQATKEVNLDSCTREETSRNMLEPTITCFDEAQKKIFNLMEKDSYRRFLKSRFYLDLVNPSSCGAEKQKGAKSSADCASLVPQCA
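MLSMR compounds (23 nl, pin-transferred) preincubated 10 min at room temperature with a 500nM (2x) first reagent, then RGS4 at 900nM (2x) plus Transcreener GDP mix added; fluorescence polarization (620/688 nm) read before and after 90 min at 30 °C.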
Glioma ERSR ind: induces the endoplasmic reticulum stress response in human glioma cells | U87-MG GRP78 promoter luciferase reporter, 16 h | 0.02% of 420,000 active | Potency, µM, for the others: at the top dose activation, actives largely listed as activators; note: potency is the fitted concentration of half-maximal effect; series mostly up to about 76 µM; % of control where 0% means no effect; nearly all actives have a fitted effect of over 35% in size
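ERSR induction read as luciferase luminescence (Bright-Glo, 10 min at room temperature) in stably transfected human U87-MG glioma cells exposed to compounds for 16 h, using GRP78 as sensor.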
LDHA block: inhibitors of human lactate dehydrogenase A. P00338. purified LDHA, NADH/diaphorase-resazurin fluorescence; hits give low values. activity change, % (values are at about 110 or 230 µM). 0.15% of 480,000 active; in the data active = activity change below about -30%; inconclusive = mostly about -25% to -30%;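 note: plate controls were DMSO wells for no effect and wells without enzyme for full effect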
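Human LDH5 at 2 nM final in Tris HCl pH 7.4 with 0.06 mM NADH and 0.2 mM pyruvate, reacted 5 minutes at room temperature. Remaining NADH coupled via diaphorase/resazurin; resorufin fluorescence read at 0 and 20 minutes, normalized to enzyme-free and DMSO wells.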
The depositor's hits bear a star; ? = inconclusive; / = no result given; & = joins results of further samples; [ ] = another dose, or the depositor's remark. Unless noted, calls come from the whole dose curve; as a rule, active = well fitted curve in the direction sought with a large enough effect; inconclusive = small, poorly fitted or top-dose-only effect, or another doubt; inactive = no such curve, though single readings can be large; an effect the other way counts as inactive or inconclusive. Not all compounds are listed; count on the stated rates, not on these rows.

SMILES | IDH1 R132H inh | Vif-APOBEC3G blk | Vif-APOBEC3F blk | TrxR1 substrate | rTrxR1 inhibitor | USP1 inh | RGS4 inhibitor | Glioma ERSR ind | LDHA block
CC(C)c1ccc(OCC(=O)Nc2cc(-c3nc4ncccc4o3)ccc2Cl)cc1 | 7% | 0% | 0% | 2% | 10% | -8% | 1% | 0% | -8
Cc1ccc(C(=O)N2CCN(c3ccc(F)cc3)CC2)cc1S(=O)(=O)N1CCCCC1 | 3% | -2% | ? | 0% | -10% | -8% | -13% | -5% | 0
COc1ccc(NCc2nnc(SCC(=O)Nc3cccc(C)c3)o2)cc1 | 7% | -7% | -10% | 5%[57.1 µM] | 8%[57.1 µM] | -16% | -25% | 4% | 9
O=C(Nc1ccc(OC(F)(F)F)cc1)C1=NCCN1 | 5% | 2% | 3% | -8% | -4% | -13% | 18% | -1% | -4
N#CCC1c2ccccc2CCN1C(=O)Nc1ccc(C(F)(F)F)cc1 (stereo not drawn) | 4% | 1% | -5% | -13% | -8% | -13% | -28% | -3% | 4
CN1CCSc2ccc(C(=O)NCc3cccc(F)c3)cc21 | -7% | 0% | 0% | 64%[activator][57.1 µM] | 6%[57.1 µM] | -11% | -16% | 6% | -2
O=C(N/N=C/c1ccc(Cl)c([N+](=O)[O-])c1)c1ccc2nc[nH]c2c1 | -5% | -8% | 3% | -13% | -17% | 1% | -5% | 0% | -3
O=C(CNC(=O)c1ccccc1)OCc1cc(=O)n2cc(Br)ccc2n1 | 7% | -2% | -17% | -1% | 3% | -11% | 22% | -5% | -3
O=C(CN(C(=O)C1CSC(=O)C1)c1ccccc1F)NCc1ccc2c(c1)OCO2 (stereo not drawn) | 1% | 0% | -4% | 50%[activator] | 39%[activator] | 0% | 8% | -4% | 1
C=CCOc1c(Br)cc(CNc2ccc(NC(=O)C(C)C)cc2)cc1OCC | 5% | -7% | ? | -5% | -4% | ? | -30% | -3% | 17
CCCCN1C(=O)/C(=C2/C=CC=CN2C)SC1=S | 0% | -1% | -1% | -23% | -23% | ? | -23% | 3% | 3
CC(OC(=O)c1ccccc1CCc1ccccc1)C(N)=O (stereo not drawn) | 12% | 6% | 14% | -5% | 10% | -14% | 2% | -4% | -1
CCCn1c(Nc2nc3ccccc3n2C)nc2ccccc21 | 6% | -19% | 4% | 6% | 6% | -26% | -11% | ? | 1
CCCCC(=O)OCC(=O)c1cc(C)n(-c2c(C)n(C)n(-c3ccccc3)c2=O)c1C | 12% | 2% | -12% | -3% | 5%[57.1 µM] | -16% | -25% | -5% | 0
c1ccc(NC(=NCc2ccco2)c2ccccc2)cc1 | 0% | -3% | -6% | 7% | 27% | 3% | 8% | -2% | 4
COc1ccc(Cn2c(CCC(=O)Nc3ccc(C)cc3C)nc3cccnc32)cc1 | 12% | 1% | 4% | 2% | 17% | -18% | -10% | -4% | -10
CCC1(c2ccccc2)C(=O)NCNC1=O | -7% | -2% | -2% | 1%[57.1 µM] | -2%[57.1 µM] | -6% | 5%[56.9 µM] | -2%&-2%&-3%&-7%&-3%&-2% | -12
CCCCOC(=O)c1ccc(NC(=O)c2ccc3c(c2)CCN3S(=O)(=O)c2ccccc2)cc1 | -12% | 7% | 3% | -1% | 16% | 5% | -21% | -2% | 0
O=C(c1ccc(-c2ccccc2)cc1)N1CCN(c2ncccn2)CC1 | 2% | -1% | 4% | -6% | -10% | 0% | 6% | 2% | -8
CCc1ccc(NC(=S)N(CCN(C)C)C(C)c2ccncc2)cc1 (stereo not drawn) | -2% | 6% | -1% | 9% | 18% | -25% | 5% | 3% | 1

As entered above.
COc1ccc(Cn2c(CCC(=O)Nc3ccc(C)cc3C)nc3cccnc32)cc1 – Glioma ERSR ind: -4%
CC(OC(=O)c1ccccc1CCc1ccccc1)C(N)=O (stereo not drawn) – RGS4 inhibitor: 2%
CC(C)c1ccc(OCC(=O)Nc2cc(-c3nc4ncccc4o3)ccc2Cl)cc1 – LDHA block: -8
CCCCC(=O)OCC(=O)c1cc(C)n(-c2c(C)n(C)n(-c3ccccc3)c2=O)c1C – Glioma ERSR ind: -5%

Some of the entries above in a different format.
compound	IDH1 R132H inh	Vif-APOBEC3G blk	Vif-APOBEC3F blk	TrxR1 substrate	rTrxR1 inhibitor	USP1 inh	RGS4 inhibitor	Glioma ERSR ind	LDHA block
COc1ccc(Cn2c(CCC(=O)Nc3ccc(C)cc3C)nc3cccnc32)cc1	12%	1%	4%	2%	17%	-18%	-10%	-4%	-10
CCC1(c2ccccc2)C(=O)NCNC1=O	-7%	-2%	-2%	1%[57.1 µM]	-2%[57.1 µM]	-6%	5%[56.9 µM]	-2%&-2%&-3%&-7%&-3%&-2%	-12

More results follow:
SMILES | IDH1 R132H inh | Vif-APOBEC3G blk | Vif-APOBEC3F blk | TrxR1 substrate | rTrxR1 inhibitor | USP1 inh | RGS4 inhibitor | Glioma ERSR ind | LDHA block
COc1ccccc1NC(=O)CN1CCN(C2c3ccccc3-c3ccccc32)CC1 | 7% | 1% | 4% | -10% | 16%[57.1 µM] | -4% | -20% | -4% | -8
O=c1cccc(-c2ccccc2)[nH]1 | 5% | 1% | 2% | 2% | -14% | -6% | -4% | 2% | 9
CN(C)c1ccc(C(=O)N2CCCC(N3CCN(Cc4ccc5c(c4)OCO5)CC3)C2)cc1 (stereo not drawn) | -1% | 3% | -2% | -10% | -10% | -6% | 19% | -1% | -11
COc1ccc(OC)c(NC(=O)Nc2c(C)n(C)n(-c3ccccc3)c2=O)c1 | 6% | 2% | 0% | -17% | ? | 9% | 7% | -4% | 1
CC(C)CCn1nnnc1C(C(C)C)N1CCC(C(N)=O)CC1 (stereo not drawn) | 3% | -7% | / | -9% | -18% | -13% | -10% | -1% | 0
C=CCN1CC2(c3ccccc3)CN(CC=C)CC(c3ccccc3)(C1)C2=O | -4% | -5% | 1% | 2% | 14% | -2% | -4% | -6% | 3
O=C(NNS(=O)(=O)c1ccccc1F)c1cccc(S(=O)(=O)N2CCOCC2)c1 | 0% | 1% | -12% | 1% | 6% | -12% | -4% | -4% | 2
CC(C)CC(=O)Nc1ccc2oc(-c3cccnc3)nc2c1 | 13% | 0% | -1% | 242%[activator] | 1% | -3% | 7% | 3% | 1&6
CCOc1cccc(CN2CCCC(N3CCc4ccccc4C3)C2)c1O (stereo not drawn) | -9% | 2% | -16% | -1% | 9% | -11% | -17% | -3% | 1
Cc1ccc(S(=O)(=O)Nc2cc(C(=O)NCCN3CCCC3)ccc2N2CCCCC2)cc1 | 5% | 5% | -2% | 7% | 18% | -16% | 5% | -6% | -5
O=C(CNC(c1ccccc1)c1ccccc1)Nc1cc([N+](=O)[O-])ccc1Cl | 2% | -11% | -16% | 3% | 14% | -6% | 17% | -3% | 2
CCOc1ccc(C(CC(=O)O)NC(=O)C(Sc2ccccc2)c2ccccc2)cc1 (stereo not drawn) | -19% | -2% | -9% | -4%[57.1 µM] | -5%[57.1 µM] | -1% | 17% | -3% | -5
Fc1ccc(NC(=S)Nc2ccccc2N2CCOCC2)cc1Cl | 1% | 5% | -12% | 5%[57.1 µM] | 11%[57.1 µM] | -8% | 6% | -9% | -11
O=c1cc(CN2CCC3(CC2)OCCO3)c2c(ccc3ccccc32)o1 | 3% | 1% | -3% | -7% | 3%[57.1 µM] | -19% | 8% | -5% | -1
Cc1cc2c(cc1NS(=O)(=O)c1cccc(C#N)c1)n(C)c(=O)c(=O)n2C | 9% | 4% | 0% | 1%[57.1 µM] | 10%[57.1 µM] | -19% | -43% | 1% | 4
Cc1cccc(NC(=O)c2ccc(OCC3CCCO3)cc2)c1C (stereo not drawn) | 3% | -4% | -26% | 8%[0.457 µM] | 6% | -15% | 3% | 1% | -1
Cc1cc(C)n(C(=O)c2cc([N+](=O)[O-])cc([N+](=O)[O-])c2)n1 | 19% | 0% | 0% | 3% | 27% | -14% | 8% | 1% | 6
COc1ccc(S(=O)(=O)Nc2ccc(-n3cnnn3)cc2)cc1[N+](=O)[O-] | -8% | 2% | -2% | -6% | 12% | -10% | 2% | -4% | -12
CC(OC(=O)c1ccc2c(=O)n3c(nc2c1)CCCCC3)C(=O)Nc1ccc(Cl)cn1 (stereo not drawn) | -4% | -4% | ? | 10% | 41%[activator] | -19% | 2% | -1% | -3
CCOC(=O)c1c(CN2CCC(C)CC2)oc2ccc(OC)cc12 | 6% | -1% | -1% | 16% | 22% | -12% | -6% | -7% | 5
CC(OC(=O)c1ccc2c(c1)NC(=O)CS2)C(=O)c1ccc(F)cc1 (stereo not drawn) | 1% | -5% | -9% | 3%[57.1 µM] | 2%[2.29 µM] | -7% | 7% | -4% | -1
Cc1cccc(OCCCn2ccnc2)c1 | 0% | 4% | -5% | 4%[57.1 µM] | 12%[57.1 µM] | -4% | 15% | 1% | -10
CC(c1ccccc1)n1cc(C(=O)NCc2ccncc2)nn1 (stereo not drawn) | 1% | 3% | 3% | 1% | 2% | -21% | -25% | -5% | -10
CCOC(=O)CC1(NC(=O)c2cc(COc3ccc(F)c(F)c3)on2)CCCCC1 | 8% | 0% | -9% | -8% | 11% | -15% | 31% | -6% | -2
CCc1ccc(NC(=O)NCc2ccccn2)cc1 | 3% | -3% | 5% | -5% | 15% | -7% | -9% | 4% | -8
